UBC9 SUMO inh: SUMOylation inhibition; P63279; HTRF SUMOylation assay, SAE1/SAE2 + UBC9, in vitro; inhibition, % at 35 µM; 290,000 tested, 0.36% active; AID 2006; in the data active = inhibition above about 50%, passing the limit was not always enough; note: strong numbers were not always called active
Target sequence (P63279 whole entry, looked up): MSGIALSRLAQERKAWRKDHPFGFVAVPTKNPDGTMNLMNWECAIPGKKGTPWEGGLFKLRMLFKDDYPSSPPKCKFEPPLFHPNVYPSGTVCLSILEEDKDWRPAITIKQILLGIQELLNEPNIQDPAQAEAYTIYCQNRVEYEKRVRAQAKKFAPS
IMP-1 inh: inhibitors of Pseudomonas aeruginosa IMP-1 metallo-beta-lactamase; purified IMP-1, nitrocefin hydrolysis, epi-absorbance fluorescence; inhibition, % at 5.6 µM; 290,000 tested, 0.45% active;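 active = inhibition above the mean plus 3 SD of all compounds in the same screening run, cut at about 4.5% in these data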;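 note: 0% = IMP-1 with DMSO and 100% = DMSO wells lacking enzyme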
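Assay system: purified recombinant IMP-1 beta-lactamase. Input: IMP-1 0.2 nM before substrate addition. Buffer or medium: Zinc- and detergent-supplemented HEPES buffer, pH 7.1. Schedule: 25 °C, 15 min preincubation, 25 min reaction. Signal: Epi-absorbance fluorescence, 480 nm excitation, 530 nm emission. Evaluation: percent inhibition from optical density relative to buffer-blank wells.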
VIM-2 inhibitor: blocks Pseudomonas aeruginosa VIM-2 metallo-beta-lactamase. purified VIM-2, nitrocefin hydrolysis, epi-absorbance fluorescence. inhibition, % at 5.6 µM. 290,000 tested, 0.89% active. AID 1527;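 active = inhibition above the mean of all tested compounds plus 3 SD, cutoff set per screening run, cut at about 7.5% in these data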;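 note: red hydrolysis product quenches plate fluorescence so inhibitors raise well fluorescence; 0% = enzyme with DMSO and 100% = DMSO without enzyme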
GalR3 antagonist: human GalR3 antagonism. HEK293 GalR3-CNG cAMP membrane potential fluorescence; galR3 body fused to GalR1 C-terminus. O60755. AID 651719. inhibition, % at 3 µM. 360,000 tested, 0.44% active;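 active = inhibition above the screen-wide average plus 3 SD, cut at about 13% in these data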;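 note: forskolin and galanin both at EC90 stimulate the cells; cAMP rise reported by CNG channel membrane potential dye signal; 0% = forskolin plus galanin with DMSO and 100% = forskolin alone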
Target sequence (O60755 1-299 limits assumed): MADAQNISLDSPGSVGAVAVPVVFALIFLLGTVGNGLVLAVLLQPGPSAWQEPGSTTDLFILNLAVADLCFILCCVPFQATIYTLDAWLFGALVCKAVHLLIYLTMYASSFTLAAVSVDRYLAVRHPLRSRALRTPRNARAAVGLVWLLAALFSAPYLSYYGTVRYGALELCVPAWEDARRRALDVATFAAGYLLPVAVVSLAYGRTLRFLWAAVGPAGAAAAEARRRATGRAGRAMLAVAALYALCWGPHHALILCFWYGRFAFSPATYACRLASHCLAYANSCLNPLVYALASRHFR
IDE cell inh: cellular human IDE inhibition. P14735. HEK cells, FAbetaB cleavage, fluorescence polarization. inhibition, % at 5.59 µM. 320,000 tested, 0.41% active;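 active = percent inhibition above the average of all tested compounds plus 3 SD, set per screening campaign, cut at about 16% in these data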;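 note: IDE supplied by intact live HEK cells; FP after avidin binding of uncleaved biotin substrate so inhibition keeps polarization high; 0% = DMSO wells and 100% = 60 µM reference IDE inhibitor Ii1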
CRFBP-R2 block: blocks CRF-induced signaling of the CRF-BP/CRF-R2 complex; HEK293 CRF-R2/CRF-BP, CRF-induced calcium fluorescence; inhibition, % at 11.8 µM; 350,000 tested, 0.59% active; AID 588475;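 active = inhibition of the ligand-induced calcium signal above about 50% at the single tested concentration, limit read from the data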
HCV NS3 hel inh: blocks Hepatitis C virus NS3 helicase unwinding; 290,000 tested, 0.56% active; NS3 helicase DNA unwinding, Cy5 molecular beacon fluorescence; AID 1800; inhibition, % at 10.9 µM;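 active = inhibition above the mean of all tested compounds plus 3 SD, set per campaign, cut at about 35% in these data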;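 note: 0% = DMSO wells and 100% = thioflavine S control wells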
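Assay system – hepatitis C virus NS3 helicase domain fragment enzyme · Buffer or medium – MOPS pH 6.5, MgCl2, DTT, Tween20, BSA · Reagent – Cy5/quencher beacon DNA duplex and ATP to start · Compound – single 10.9 µM dose · Timing – 1 h at 25 °C · Technique – Cy5 beacon fluorescence read at start and 1 h · Measure – % inhibition of unwinding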
p-CIP stab down: lowers stability of the mouse p/CIP coactivator protein; Q05BA5; F442A p/CIP-EGFP cells, EGFP fluorescence, 16 h; decrease of EGFP signal, % at 10 µM; 290,000 tested, 0.01% active;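 active = EGFP signal decrease of at least 30% at 10 µM or well 3 SD below plate mean, unless failing retest; inactive = the rest, including hits failing retest or dose response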; note: some compounds called inactive have numbers as strong as hits; many of its hits are not listed in these tables
IDE cell activ: activators of human insulin-degrading enzyme in cells. P14735. HEK cells, FAbeta-B cleavage, fluorescence polarization; 0% vehicle, 100% cell-free pure enzyme wells. activation, % at 5.96 µM. 340,000 tested, 0.073% active. AID 493087;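 active = activation above the mean of all tested compounds plus 3 SD, set per screening campaign, cut at about 17% in these data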
Active calls of the source: *; · = no result given; & = joins results of further samples.

no.	structure	UBC9 SUMO inh	IMP-1 inh	VIM-2 inhibitor	GalR3 antagonist	IDE cell inh	CRFBP-R2 block	HCV NS3 hel inh	p-CIP stab down	IDE cell activ
1	O=C1OCCC1Sc1nnc(-c2ccc3c(c2)OCO3)n1-c1ccccc1 (stereo unspecified)	27.6	-1.1	-1.2	-7.2	7.1	13.4	0.1	-2.8	2.0
2	Clc1ccc2nsnc2c1NC1=NCCN1	·	·	·	0.6	0.5&6.2	7.8&-7.4	·	·	-2.1&1.3
3	Cn1c(=O)[nH]c(=O)c2c1nc(CN1CCN(c3ccc(F)cc3)CC1)n2CCCc1ccccc1	-3.0	-1.4	-1.7	-3.1	-3.6	-62.7	0.4	-6.5	5.5
4	COc1ccccc1C(CNC(=O)C(C)Oc1ccc(Br)cc1)N1CCCC1 (stereo unspecified)	·	·	·	2.0	11.0	0.4	·	·	-3.2
5	COC(=O)C1=C(NC(=O)c2ccc(C)c(C)c2)CCS1	17.3	-2.8	-1.0	-4.9	-2.1	-5.7	2.4	2.1	2.9
6	CN1C(C(=O)Nc2ccccn2)=C(O)c2sccc2S1(=O)=O	-13.4	-3.1	-3.4	·	1.9	12.2	3.8	0.8	7.8
7	CCC(=O)N1CCc2cc(S(=O)(=O)CCC(=O)N3CCN(c4ccc(F)cc4)CC3)ccc21	9.1	1.3	2.0	1.3	-1.4	4.6	2.6	-4.0	0.9
8	O=C(Cc1cccs1)N1CCCC(c2nc(-c3ccc(S(=O)(=O)N4CCCC4)cc3)no2)C1 (stereo unspecified)	22.2	-4.3	-2.7	-6.0	-2.4	-20.8	-5.5	-1.4	0.0
9	Cc1cc(C)c2[nH]c(=O)c(C(c3nnnn3CC3CCCO3)N3CCC(C)CC3)cc2c1 (stereo unspecified)	21.2	-1.2	-1.1	-3.6	-3.0	-7.8	5.8	5.1	3.2
10	COC(=O)CCC(=O)Nc1ccc(S(=O)(=O)N2CCCCCC2)cc1	0.5	-0.2	-1.7	-3.9	4.6	-27.6	0.8	-1.4	-3.5

Profiles from above. Order of screens: UBC9 SUMO inh	IMP-1 inh	VIM-2 inhibitor	GalR3 antagonist	IDE cell inh	CRFBP-R2 block	HCV NS3 hel inh	p-CIP stab down	IDE cell activ
O=C(Cc1cccs1)N1CCCC(c2nc(-c3ccc(S(=O)(=O)N4CCCC4)cc3)no2)C1 (stereo unspecified) is listed with 22.2	-4.3	-2.7	-6.0	-2.4	-20.8	-5.5	-1.4	0.0
COC(=O)C1=C(NC(=O)c2ccc(C)c(C)c2)CCS1 is listed with 17.3	-2.8	-1.0	-4.9	-2.1	-5.7	2.4	2.1	2.9
Clc1ccc2nsnc2c1NC1=NCCN1 is listed with ·	·	·	0.6	0.5&6.2	7.8&-7.4	·	·	-2.1&1.3

Remaining list, next part
no.	structure	UBC9 SUMO inh	IMP-1 inh	VIM-2 inhibitor	GalR3 antagonist	IDE cell inh	CRFBP-R2 block	HCV NS3 hel inh	p-CIP stab down	IDE cell activ
11	CCC(OC(=O)c1nsc(Cl)c1Cl)C(=O)NC(C)(C)CC (stereo unspecified)	17.4	-2.3	-3.5	-3.2	-12.7	12.9	-5.4	-14.0	8.8
12	Cc1ccccc1C(=O)c1cccn1CC(=O)NCc1ccccc1Cl	7.0	-2.1	-0.8	0.0	8.4	17.1	6.7	8.3	4.1
13	COc1ccc2c3n([n+]([O-])c2c1)CCN=C3c1ccc(Cl)cc1	·	·	·	-2.2	-1.5	-2.7	·	·	6.7
14	CCOc1ccccc1N=C1NC(=O)CS1	-0.2	-3.4	-1.3	-2.4	-0.4	-9.7	-3.7	1.6	-2.5
15	COCCNC(=O)c1ccc(N(C)S(=O)(=O)c2ccc(OC)c(OC)c2)cc1	-1.7	-4.0	-0.5	-1.1	-1.5	-7.2	3.5	-2.8	-3.9
16	CC1CCCCN1Cc1ccc(N)cc1 (stereo unspecified)	20.5	-0.3	-0.6	-2.5	-1.5	-0.7	-3.4	-9.1	-3.4
17	CCNC(=O)Nc1cc2nc(C)n(Cc3ccc(Br)cc3)c2nc1C	5.6	-0.9	-1.7	3.3	3.0	0.6	-5.0	13.1	0.1
18	CCn1ncc(Br)c1C(=O)Nc1ccc(OC(F)(F)F)cc1	-18.7	-1.9	-1.3	-8.4	0.5	8.2	-4.2	-5.9	5.5
19	O=C(Cn1cnc2c(nc3n2CCCCC3)c1=O)Nc1cccc(C(F)(F)F)c1	4.5	-3.0	0.5	4.4	-6.8	-14.2	-12.9	1.9	-1.0
20	Cc1c(NC(=S)NC(=O)COc2ccccc2)c(=O)n(-c2ccccc2)n1C	-27.4	-1.2	0.0	-1.5	8.0	-5.2	-2.2	18.1	1.8
21	O=C(COC(=O)c1cncc(Br)c1)NCc1ccc(Cl)cc1	13.5	-2.1	-2.0	-5.8	3.8	16.1	-4.9	-8.3	-0.4
22	C[C@@H](C(=O)Nc1ccc2ccccc2c1)[C@H]1C[C@]1(C)[C@H](NC(=O)OCc1ccccc1)c1ccccc1	5.0	0.1	0.4	-9.1	-0.8	0.9	-13.7	-3.5	0.2
23	COc1ccc(S(=O)(=O)Nc2cccc(-c3ccc(N4CCCCCC4)nn3)c2)cc1OC	·	-0.6	-0.2	-6.9	0.7	-2.1	-15.3	-14.4	2.9
24	CCOC(=O)N1CCC(NC(=O)c2ccc3c(c2)N(Cc2ccccc2)CCS3)CC1	19.8	-4.2	1.7	1.0	0.9	30.3	-3.2	-9.1	5.3
25	Cc1ncc([N+](=O)[O-])n1Cc1cccc(F)c1	2.3	-1.5	-1.5	-2.5	-3.1	-1.4	8.1	0.2	-2.0
26	COc1ccc(CC(=O)Nc2nc(-c3cc(OC)ccc3OC)cs2)cc1	-5.5	0.4	-0.2	5.2	1.8	22.0	-20.9	-6.5	-2.6
27	O=C(Nc1cc(Br)ccc1O)c1cnn2c(C(F)F)cc(C3CC3)nc12	39.2	-3.0	-1.7	-2.6	5.9	-7.9	17.6	-12.5	-7.7
28	CC(=O)Nc1cc(S(=O)(=O)C(F)(F)F)ccc1Cl	-2.6	-2.5	-3.0	-2.4	7.0	13.5	-0.7	-4.0	0.1
29	O=C(CCS(=O)(=O)Cc1ccccc1)N1CCc2ccccc2C1	0.6	-3.8	-3.0	-5.0	9.4	-12.5	-1.8	-10.3	6.3
30	CCN(CC(=O)Nc1ccccc1C(F)(F)F)C(=O)c1cccc(S(=O)(=O)N2CCN(C)CC2)c1	·	·	·	-2.3	2.2	12.8	·	·	3.5
31	CN(C(=S)NC(=O)C1(C)CC1(Cl)Cl)c1ccccc1 (stereo unspecified)	-8.6	-4.2	-1.2	1.1	-8.1	18.2	9.4	-1.7	2.6
32	CC(=O)c1ccc(Nc2ncnc3c2oc2ccccc23)cc1	30.7	0.0	0.1	-4.9	0.9	5.4	3.3	-10.7	1.8
33	CC(C(=O)N=Nc1c(O)n(C)c2ccc(Br)cc12)n1cnc2ccccc2c1=O (stereo unspecified)	-1.3	-1.3	-3.2	-7.3	3.1	·	-1.0	2.5	·
34	CN1CCN(Cc2c(O)ccc3c(-c4ccccc4)cc(=O)oc23)CC1	12.8	-1.8	-2.4	-9.0	3.9	2.8	-2.9	1.0	-0.8
35	CCOc1ccc2[nH]c(=O)c(C(c3nnnn3C3CCCCC3)N3CCN(C)CC3)cc2c1 (stereo unspecified)	9.6	-2.0	-5.0	-2.0	1.4	-20.8	-5.0	-2.6	2.9
36	COc1ccc(/C=C2\N=C(c3c(-c4ccccc4)noc3C)OC2=O)cc1OC	5.0	-1.1	-0.9	-3.6	1.3	5.6	6.2	-17.7	2.0
37	Cc1ccc(N/C=C(/C#N)c2ccsc2)cc1	13.6	-1.4	3.1	-6.3	-7.8	-21.7	-3.5	-12.3	-1.0
38	COCc1c(C(=O)N/N=C\c2cccnc2)nnn1-c1nonc1N	4.8	-2.0	-2.1	-5.5	2.0	-0.6	-5.5	7.8	-4.2
39	COc1cccc(CNC(=O)c2cccc(NC(=O)CC3SC(N4CCCCC4)=NC3=O)c2)c1 (stereo unspecified)	·	·	·	-6.3	5.0	7.1	·	·	-2.9
40	CCN(C(=O)c1ccc2c(c1)OCO2)C1CCS(=O)(=O)C1 (stereo unspecified)	·	·	·	1.9	1.3	1.4	·	·	7.3
41	COC(=O)c1c(C(=O)NCc2ccccc2)ncn1CC(O)COc1ccccc1 (stereo unspecified)	18.7	-1.6	1.2	-1.3	3.9	0.4	-15.2	-10.2	2.4
42	COc1ccccc1NS(=O)(=O)c1cccc(NC(=O)NCCCl)c1	33.0	-1.9	-0.7	-10.2	-0.2	2.8	-9.6	-11.8	2.4
43	CC1CCN(c2nc3c(c(=O)[nH]c(=O)n3C)n2CCSc2nc3ccccc3o2)CC1	-10.6	-0.9	-2.9	·	·	·	-0.3	-0.1	·
44	CC(C)(C)C(=O)NC(=S)N1CCc2ccccc21	-10.3	-2.8	-5.0	1.5	-1.9	4.6	1.0	4.2	2.4
45	CN(Cc1ccccc1)c1ncnc2sccc12	15.7	-2.5	0.7	-1.9	-5.8	-8.5	5.5	-13.8	3.5
46	Cc1ccc(S(=O)(=O)N2CCC(C(=O)Nc3ccncc3)CC2)cc1	·	·	·	-6.5	-5.2	-2.9	·	·	-1.2
47	Cn1cc(Br)c(C(=O)N2CCc3ccccc32)n1	6.6	-2.9	-0.4	-6.4	0.2	1.7	5.4	-12.4	2.9
48	O=C(NCC(=O)N1CCN(c2ccccc2O)CC1)c1cccs1	·	·	·	-3.0	1.8	27.1	·	·	4.0
49	C=CCn1c(SCC(=O)Nc2ccccc2OC)nnc1-c1ccco1	2.0	-6.6	-0.6	-4.9	·	·	-0.3	0.9	·
50	O=C1c2ccccc2C(=O)C1(CO)c1ccc(OC(F)F)cc1	1.4	-0.1	-0.8	-0.3	-3.8	16.2	13.2	5.2	4.5
51	Cc1noc(C)c1S(=O)(=O)NCc1ccc2c(c1)OCO2	4.3	·	·	·	0.2	0.7	·	-12.6	5.2
52	COc1cc(C(=O)NCc2nnc(SCC(=O)Nc3c(C)cc(C)cc3C)o2)cc(OC)c1OC	-4.6	-3.2	-0.7	-9.3	1.4	-13.6	-1.3	-1.9	9.9

Of the compounds above, these have a furan ring, fused or not:
no.	structure	UBC9 SUMO inh	IMP-1 inh	VIM-2 inhibitor	GalR3 antagonist	IDE cell inh	CRFBP-R2 block	HCV NS3 hel inh	p-CIP stab down	IDE cell activ
32	CC(=O)c1ccc(Nc2ncnc3c2oc2ccccc23)cc1	30.7	0.0	0.1	-4.9	0.9	5.4	3.3	-10.7	1.8
49	C=CCn1c(SCC(=O)Nc2ccccc2OC)nnc1-c1ccco1	2.0	-6.6	-0.6	-4.9	·	·	-0.3	0.9	·
